# Screens deposited in PubChem BioAssay by The Scripps Research Institute Molecular Screening Center.
# TbREL1 inh: TbREL1 inhibition, primary screen. P86926. TbREL1 RNA ligation, FRET fluorescence. 89,000 compounds, 0.49% hits. inhibition, % at 9.66 µM;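 active = inhibition above the mean inhibition across all screened compounds plus 3 SD, cut at about 11% in these data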;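 also: 0% = plate median of test wells and 100% = NSC42067 control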
# Target sequence (P86926 whole entry, looked up): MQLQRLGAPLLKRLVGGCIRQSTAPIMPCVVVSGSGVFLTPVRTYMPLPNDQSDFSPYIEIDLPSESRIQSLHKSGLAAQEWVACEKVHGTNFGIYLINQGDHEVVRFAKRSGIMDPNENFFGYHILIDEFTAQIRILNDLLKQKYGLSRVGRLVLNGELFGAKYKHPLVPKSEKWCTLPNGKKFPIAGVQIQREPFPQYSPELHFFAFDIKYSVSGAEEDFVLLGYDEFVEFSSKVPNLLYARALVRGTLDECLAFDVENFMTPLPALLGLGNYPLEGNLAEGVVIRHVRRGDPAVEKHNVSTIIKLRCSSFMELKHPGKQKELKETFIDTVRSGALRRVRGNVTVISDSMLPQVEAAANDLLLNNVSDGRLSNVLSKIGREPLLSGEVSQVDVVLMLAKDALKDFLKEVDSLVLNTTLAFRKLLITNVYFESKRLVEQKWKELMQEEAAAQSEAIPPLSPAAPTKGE
# Starred values were filed as active, the others as inactive. These rows are one share of the data, so the mix of outcomes need not match the whole.
SMILES,TbREL1 inh
CC(C)C(C)(C#N)NC(=O)COC(=O)C1CCN(S(=O)(=O)c2ccc3c(c2)OCCO3)CC1 (configuration not stated),3
Cc1nc2ccc(C(=O)N/N=C/c3ccc(O)cc3)cc2[nH]1,4
CC(OC(=O)C1CCCC1)C(=O)Nc1ncc(Cl)cc1Cl (configuration not stated),0
CNS(=O)(=O)c1cccc(C(=O)OCC(=O)N2CCc3ccccc3C2)c1,-1
Cc1cc(NC(=O)c2cnn3c(C(F)F)cc(-c4ccccc4)nc23)no1,1
Cc1ccc(C(=O)N2CCCCCC2)cc1S(=O)(=O)N1CCOCC1,-1
Cc1c(C(=O)O)oc2ccc(S(=O)(=O)NCc3ccccc3)cc12,6
CN(Cc1ccccc1)C(=O)c1nn2cccnc2c1Cl,4
Fc1ccc(Nc2nnc(-c3ccncc3)s2)cc1Cl,3
N#Cc1c(-c2cccs2)nc(SCc2ccc(Cl)cc2)[nH]c1=O,0
O=C(NCCCN1CCOCC1)c1cccc(S(=O)(=O)NCc2ccccc2)c1,0
Oc1ccc(-c2nc(=S)[nH][nH]2)cc1,1
COC(=O)[C@@]12C[C@@H](CC(=O)NCCCN3CCCC3=O)C(=O)N(Cc3ccc4c(c3)OCO4)C1=CCC(C)(C)C2,-2
O=C(CCc1ccccc1)N1CCN(c2ccc(F)cc2)CC1,-1
Cn1c(SCC(=O)N2CCOCC2)nnc1-c1ccc(Cl)cc1Cl,9
O=C(NC(=S)Nc1ccc(Cl)c(C(=O)O)c1)c1cccc(COc2ccccc2)c1,-5
O=C(COc1ccc2ccccc2c1)NNC(=O)c1cnccn1,3
O=S(=O)(NCc1ccccc1)c1ccc(Cl)c(S(=O)(=O)NCc2ccccc2)c1,8
COc1ccc(-c2coc3cc(O[C@@H]4O[C@H](CO)[C@@H](O)[C@H](O)[C@H]4O)ccc3c2=O)cc1,1
CCC(Sc1nc2ccccc2s1)C(=O)Nc1nnc(C)s1 (configuration not stated),-1
CCN(CC(=O)NCc1cccs1)C(=O)c1cc(=O)[nH]c2ccccc12,-3
Cc1cc(=O)oc2cc(OCC(=O)N/N=C/c3ccccc3[N+](=O)[O-])ccc12,0
COc1ccc(C2N=C(N)N=C(N)N2c2ccc(C)cc2)cc1 (configuration not stated),3
CCOC(=O)c1nn(-c2ccc(C)cc2)c(=O)c2c(N)scc12,1
CCOC(=O)CCSCC(=O)Nc1cc(C)on1,7
CC(C)=NNC(=O)CN1C(=O)NC2NC(=O)NC21 (configuration not stated),6
Cc1ccc(C(=O)NC(=S)Nc2ccc(CN3CCCCC3)cc2)c(C)c1,-4
O=C(OCc1nnc(-c2ccc([N+](=O)[O-])cc2)o1)C1CC(=O)N(CCc2ccccc2)C1 (configuration not stated),-3
CNC(=O)COC(=O)c1nc(-n2nc(C)cc2C)ccc1Cl,1
CC(=O)N1CC2(c3ccccc3)CN(C(C)=O)CC(c3ccccc3)(C1)C2=O,0
COc1ccc(OC)c(N(CC(=O)NCc2cccnc2)S(C)(=O)=O)c1,1
N#C/C(=C\c1ccccc1)C(=O)NCc1ccc(F)cc1,7
COc1cc(NC(=O)Nc2cccc(C(C)=O)c2)cc(OC)c1OC,-1
O=C(CN(C1CC1)S(=O)(=O)c1ccc(S(=O)(=O)NC2CCCCC2)cc1)Nc1ccccc1,2
CN(NC(=O)NN)c1ncc(C(F)(F)F)cc1Cl,1
O=C(NCSc1ccnc(SCNC(=O)c2ccc(F)cc2)n1)c1ccc(F)cc1,-1
Cc1cccc(N2CCN(C(=O)NCc3ccc(F)cc3)CC2)c1C,-1
Nn1c(SCC(=O)Nc2ccc(C(=O)O)cc2)nnc1-c1ccco1,0
COc1ccccc1N1C(=O)CC(Sc2ncccc2C(=O)O)C1=O (configuration not stated),4
OC(c1ccc(Cl)c(Cl)c1)c1ncc(-c2ccccc2C(F)(F)F)[nH]1 (configuration not stated),4
CC1CCC2(CC1)NC(=O)N(CC(=O)Nc1ccc(C(N)=O)cc1)C2=O (configuration not stated),1
CCCC(=O)Nc1nc(-c2ccc3c(c2)OCCO3)cs1,6
CCC/C=C/c1ccc(CN2C(CC(C)C)C(=O)N(Cc3cn(CC4CCCCC4)nn3)CCS2(=O)=O)cc1 (configuration not stated),-1
CCn1ncc(C2=NOC(C(=O)Nc3c(C)n(C)n(-c4ccccc4)c3=O)C2)c1C (configuration not stated),-2
CCOC(=O)c1ccccc1NC(=O)COC(=O)c1ccc(OCC(=O)N2CCOCC2)c(OCC)c1,3
Cc1c(C(=O)N(C)Cc2ccc(F)cc2)sc(=O)n1Cc1ccccc1C#N,-3
CC1CCN(c2c(NCC3CCC(C(=O)NCCc4ccc(Cl)cc4)CC3)c(=O)c2=O)CC1 (configuration not stated),-3
CCOP(=O)(C1=C(O)C(=O)C(C(C)(C)C)=CC1=O)c1ccccc1 (configuration not stated),3

# Quoted from the entries so far (6 entries):
SMILES,TbREL1 inh
Cc1cccc(N2CCN(C(=O)NCc3ccc(F)cc3)CC2)c1C,-1
Nn1c(SCC(=O)Nc2ccc(C(=O)O)cc2)nnc1-c1ccco1,0
COc1ccccc1N1C(=O)CC(Sc2ncccc2C(=O)O)C1=O (configuration not stated),4
OC(c1ccc(Cl)c(Cl)c1)c1ncc(-c2ccccc2C(F)(F)F)[nH]1 (configuration not stated),4
CC1CCC2(CC1)NC(=O)N(CC(=O)Nc1ccc(C(N)=O)cc1)C2=O (configuration not stated),1
CCCC(=O)Nc1nc(-c2ccc3c(c2)OCCO3)cs1,6

# (further entries)
SMILES,TbREL1 inh
Cc1cccc(N(C(=O)c2nsc(Cl)c2Cl)C(C(=O)NC2CCCC2)c2ccc(O)cc2)c1 (configuration not stated),1
CCN(C(=O)CCc1nc(-c2ccc(OC)cc2)no1)c1cc(OC)ccc1OC,-4
NS(=O)(=O)c1ccc(CCNC(=O)CN2CCN(c3ccc(F)cc3)CC2)cc1,-1
COC(=O)c1ccc(Cn2ccc3ccc(-c4ccc5ccn(C(=O)c6ccccc6)c5c4)cc32)cc1,2
CCCCn1c(N)c(N(CC(C)C)C(=O)C2CC(=O)N(c3ccc4c(c3)OCCO4)C2)c(=O)[nH]c1=O (configuration not stated),5
Cc1ccc(C(=O)NCc2cccnc2)o1,2
Cc1cccc(OCC(=O)NNS(=O)(=O)c2ccccc2F)c1,0
O=C(NNC(=O)c1ccccc1O)c1ccc(Cl)c(S(=O)(=O)N2CCc3ccccc32)c1,-5
COc1c(C)cc(Br)cc1C(=O)Nc1ccccc1C,-2
Cc1ncoc1C(=O)N1CCc2c([nH]c3ccccc23)C1C(C)(C)C (configuration not stated),-2
O=C(NCc1ccc(Cl)cc1)C1CCCN(S(=O)(=O)c2cnc[nH]2)C1 (configuration not stated),0
C=CCn1c(CNS(=O)(=O)c2ccc(Cl)cc2)n[nH]c1=S,-4
COc1ccc2cc(OCC(=O)NNC(=O)Nc3ccc(C(C)=O)cc3)ccc2c1,-1
Cc1ccc2c(CSc3nnc(N)s3)cc(=O)oc2c1,5
CCCc1ccc(C(C)NC(=S)NC2CCCCC2)cc1 (configuration not stated),-11
CCCCNc1c(-c2cccc(Sc3ccc(OC)cc3)c2)nc2ccccn12,-5
CNC(=O)[C@@H]1CC=C[C@@H]2CCN(c3ccccc3)C(=O)[C@@H]21,-2
Cn1c(CCNC(=O)c2ccc(Cl)c(Cl)c2)nnc1SCc1ccc(Cl)c(Cl)c1,-3
CN(Cc1cn[nH]c1-c1cc2ccccc2o1)CC1CCOCC1,0
Cc1ccc(S(=O)(=O)N2CCN(Cc3ccccn3)CC2)cc1,8
Cc1nn(Cc2ccccc2)c2sc(C(=O)N3CCN(Cc4ccc5c(c4)OCO5)CC3)cc12,0
Cn1c(N)c(C(=O)COC(=O)/C=C/c2cccc(C(F)(F)F)c2)c(=O)n(C)c1=O,-2
CCN(CC)S(=O)(=O)c1cc(NC(=O)c2cc(-c3ccccn3)nc3ccccc23)ccc1C,-1
COC(=O)[C@@]12CCCN1[C@H](c1ccc(-c3ccccc3)c(OC)c1)[C@H]1C(=O)N(C)C(=O)[C@H]12,0
COc1cccc(NC2=C(C#N)C(=O)NC(c3cccc(OC)c3O)S2)c1 (configuration not stated),-4
CCOc1ccc(-c2c(=O)n(OCc3ccccc3Br)c3ccccc3[n+]2[O-])c(OCC)c1,2
O=C(CN1NS(=O)(=O)c2ccccc2C1=O)Nc1ccccc1OC(F)F,4
COC(=O)c1nn(-c2ccccc2)c(=O)cc1Oc1ccccc1,-3
O=C1NC(NS(=O)(=O)c2ccccc2)(C(F)(F)F)C(=O)N1Cc1ccccc1 (configuration not stated),1
O=C(CN(Cc1ccco1)C(=O)CNS(=O)(=O)c1ccc(Cl)cc1)NCC1CCCO1 (configuration not stated),3
Nc1ccn([C@@H]2O[C@H](C(=O)N[C@H](COC=O)Cc3ccccc3)[C@@H](O)[C@H]2O)c(=O)n1,1
O=C(CNC(=O)c1ccco1)N/N=C/c1c[nH]c2ccccc12,-1
CN(C)c1c(N)[nH]c2c(c1=O)c(=O)n(C)c(=O)n2C,1
Cn1ncc(N=Cc2ccccc2[N+](=O)[O-])c1C(N)=O,0
Cc1ccccc1CNc1ccc(C(CC(N)=O)NC(=O)c2ccc(Br)cc2)cc1[N+](=O)[O-] (configuration not stated),0
COC(=O)[C@]12CCCCC=C1N(Cc1ccc(OC)cc1)C(=O)[C@@H]2CC(=O)NCc1ccccc1,1
COc1cccc([C@@H]2CC=C(C(=O)O)[C@H](c3ccccc3)N2S(=O)(=O)c2ccc(C)cc2)c1,-2
Cc1nccc(-c2ccc(-n3c(C)ccc3C)cc2)n1,-3
O=C(NCCC1=CCCCC1)c1ccc(Br)o1,-2
CCCC(=O)NCCSC,-2
COc1cccc(CNC(=O)CCCNS(=O)(=O)c2cccs2)c1,-1
c1ccc(SCc2nc3ccccc3[nH]2)nc1,6
Cc1ccccc1NC(=O)c1c(Cl)nc(C)c(Cl)c1C,3
O=C(NCCc1ccccc1)/C(=C\c1cccc([N+](=O)[O-])c1)NC(=O)c1ccco1,4
O=C(COC(=O)/C=C/c1ccc(Br)o1)Nc1cccc(S(=O)(=O)N2CCOCC2)c1,-3
O=C(Nc1ccc(S(=O)(=O)Nc2ncccn2)cc1)c1ccccc1NS(=O)(=O)c1ccc(Cl)cc1,5
Cc1c(C#N)c(NC(=O)c2ccccc2)n(Cc2ccccc2)c1C,-5
Cc1ccccc1NC(=O)Nc1nnc([C@@H]2C[C@H](O)[C@@H](CO)O2)s1,-1
CC1CCCC(C)N1CCCNC(=O)c1cc2c(=O)n(C)c3ccccc3c2n1C (configuration not stated),1
O=C(Cn1cnc2c(NCc3ccccc3)ncnc21)NCCCc1ccccc1,0
CCNC(=O)O/N=C(\C)c1sc(-c2ccc(Cl)cc2)nc1C,-1
O=C(NCCCl)Nc1cccc(Br)c1,2
Cc1cc(NC(=O)Cc2cccs2)nn1CC(=O)NCc1ccco1,0
COc1cc(C)c(S(=O)(=O)NC2CC(C)(C)NC(C)(C)C2)cc1C,0
O=C1CCCN1CCC1CCN(C(=S)Nc2ccc(F)cc2)CC1,-6
CN(Cc1ccccc1)C(=O)CCn1c(=O)c2cccn2c2cccnc21,2
COCCN1C(=O)c2ccccc2C(C(=O)N2CCN(c3ccccn3)CC2)C1c1ccc(F)cc1 (configuration not stated),-5
CN(C)CCCN(C(=O)c1ccc(S(=O)(=O)N2CCCCCC2)cc1)c1nc2c(F)cccc2s1,8
COC(=O)C1NN=C(C(=O)c2ccc(Br)cc2)C1c1cccc(Br)c1 (configuration not stated),-3
C=CCn1c(C(C)n2c(-c3cnccn3)nc3ccccc32)nc2ccccc21 (configuration not stated),-3

# Shown with tabs: entries from further up.
mol	TbREL1 inh
C=CCn1c(C(C)n2c(-c3cnccn3)nc3ccccc32)nc2ccccc21 (configuration not stated)	-3
Cc1cc(NC(=O)Cc2cccs2)nn1CC(=O)NCc1ccco1	0

# (next part)
SMILES,TbREL1 inh
Cc1cccc(NC(=O)CN2C(=O)CNC2=O)c1,1
Cc1ccccc1CNC1CCC12CCC(c1ccccc1)CC2 (configuration not stated),-1
COCCN(C(=O)COC(=O)CCSc1ccc(F)cc1)c1c(N)n(Cc2ccccc2)c(=O)[nH]c1=O,2
Cc1ccccc1N1CCN(C2CCCN(C(=O)c3ccnn3C)C2)CC1 (configuration not stated),-2
Cc1cc(C(=O)OCC(=O)N2CC(C)CC(C)C2)c(C)o1 (configuration not stated),-1
CCCNC(=O)c1ccc(N2CCC3(CC2)CC(c2ccccc2)=NO3)c(NC(=O)c2cccc(C)c2)c1,6
CCCCNC(=O)NS(=O)(=O)c1ccc(NC(=O)CSc2ncnc3scc(-c4ccc(C)cc4)c23)cc1,-3
O=C(NCc1ccc2c(c1)OCO2)c1c(F)c(F)c(F)c(F)c1F,0
Cc1c(C(=O)C(C)C)n(C)c2ccccc12,-1
O=C(Nc1ccc(C(=O)N2CCCCC2)cc1)c1ccccc1Cl,-4
CCn1nnc2cc(C(=O)N(CCOC)CC(=O)Nc3cccc(C)c3C)ccc21,0
NC(=O)CC(NC(=O)Cc1cccc2ccccc12)c1ccc(NCc2ccc(F)cc2)c([N+](=O)[O-])c1 (configuration not stated),-1
O=C(C1CC1)N1CCc2cc(S(=O)(=O)NCC3COc4ccccc4O3)ccc21 (configuration not stated),4
Cn1nc(CC(=O)NC2CCCCC2)c2ccccc2c1=O,-2
CCC(Sc1nnc(-c2ccco2)n1C)C(=O)Nc1nnc(C)s1 (configuration not stated),-2
C=CCNC(=O)CN(C(=O)Cc1cccc(OC(F)(F)F)c1)c1cccc(Br)c1,-1
O=C(COc1cccnc1[N+](=O)[O-])NCc1cccs1,0
COC(=O)c1ccc(S(=O)(=O)N2CCC(NC(=O)COc3ccc(F)cc3)CC2)cc1,1

# Some of the entries so far, tab-delimited.
Structure	TbREL1 inh
C=CCNC(=O)CN(C(=O)Cc1cccc(OC(F)(F)F)c1)c1cccc(Br)c1	-1
O=C(COc1cccnc1[N+](=O)[O-])NCc1cccs1	0
